Screening results as filed in PubChem BioAssay.
NCOA1 inh: human NCOA1 inhibition. AID 588354. HEK293 GAL4-SRC1 luciferase reporter, luminescence. inhibition, % at 3.6 µM. 360,000 tested, 0.12% active. Q15788;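 active = inhibition above the campaign mean plus 3 SD, with each screening campaign given its own cutoff, cut at about 60% in these data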;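 note: 0% = DMSO treated cells and 100% = gossypol at 36 µM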
TROY NFkB inh: inhibitors of TROY-dependent NF-kB signaling; 360,000 tested, 0.98% active; Q293 LMP1-TROYcd NF-kB luciferase reporter, 4 h; AID 1347056; inhibition, % at 10 µM;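 active = compounds whose plate-normalised and pattern-corrected inhibition of the luciferase reporter signal at the single screening dose is 50% or more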
NOD2-RIPK2 inh: NOD2-RIPK2 protein interaction inhibition; O43353; CHO BLA complementation NOD2-RIPK2, CCF4 ratio; inhibition, % at 4.98 µM; 360,000 tested, 0.38% active; in the data active = inhibition above about 21%;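 note: 0% = vehicle only and 100% = reference blocker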
Target sequence (O43353 whole entry, looked up): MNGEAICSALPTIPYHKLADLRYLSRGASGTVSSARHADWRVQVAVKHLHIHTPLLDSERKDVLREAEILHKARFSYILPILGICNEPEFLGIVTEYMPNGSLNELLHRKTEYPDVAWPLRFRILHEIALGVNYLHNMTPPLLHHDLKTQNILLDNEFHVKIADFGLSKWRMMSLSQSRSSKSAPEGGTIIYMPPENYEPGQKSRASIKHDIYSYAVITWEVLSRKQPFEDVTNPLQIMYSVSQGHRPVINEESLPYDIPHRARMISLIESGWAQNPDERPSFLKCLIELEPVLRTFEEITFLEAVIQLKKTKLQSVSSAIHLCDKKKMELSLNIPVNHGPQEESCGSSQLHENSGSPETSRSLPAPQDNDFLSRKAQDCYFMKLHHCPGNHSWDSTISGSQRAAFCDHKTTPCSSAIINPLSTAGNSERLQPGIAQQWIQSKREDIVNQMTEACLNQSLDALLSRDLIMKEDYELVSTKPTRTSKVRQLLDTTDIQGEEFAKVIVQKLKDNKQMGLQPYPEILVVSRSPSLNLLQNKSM
COUP-TFII inh: blocks human COUP-TFII nuclear receptor. inhibition, % at 8.6 µM. 370,000 tested, 0.7% active. HEK293T NGFI-A luciferase reporter, luminescence;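 active = inhibition above a per-plate cutoff, mean inhibition of test wells between control levels plus 3 SD, cut at about 38% in these data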;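 note: cells cotransfected with COUP-TFII expression vector driving the NGFI-A reporter; 0% = median of COUP-TF2 test wells and 100% = reporter-only cells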
Target sequence (P24468 whole entry, looked up): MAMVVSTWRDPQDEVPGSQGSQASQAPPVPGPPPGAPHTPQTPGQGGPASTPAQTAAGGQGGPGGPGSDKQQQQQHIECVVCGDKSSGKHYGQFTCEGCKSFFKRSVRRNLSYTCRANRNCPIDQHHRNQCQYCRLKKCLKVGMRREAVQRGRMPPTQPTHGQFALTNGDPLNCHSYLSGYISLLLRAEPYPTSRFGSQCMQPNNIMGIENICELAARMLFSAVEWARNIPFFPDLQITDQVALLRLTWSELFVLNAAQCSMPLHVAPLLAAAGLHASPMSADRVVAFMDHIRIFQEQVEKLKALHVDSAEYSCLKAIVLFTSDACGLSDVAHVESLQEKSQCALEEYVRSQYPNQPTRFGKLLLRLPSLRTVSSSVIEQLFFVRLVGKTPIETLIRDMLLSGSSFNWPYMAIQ
TRAIL sens C8: caspase-8 TRAIL sensitization. NB7+C8 cells + TRAIL, ATPlite viability luminescence. 360,000 tested, 1% active. inhibition (viability loss, TRAIL sensitization), % at 10 µM;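 active = compounds causing at least 50% loss of cell viability in the single-dose screen, relative to plate controls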
NCOA3 inh: inhibits human SRC3 coactivator; AID 588352; Q9Y6Q9; HEK293 GAL4-SRC3 luciferase reporter, luminescence; inhibition, % at 3.6 µM; 360,000 tested, 0.17% active;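 active = inhibition above a per-campaign cutoff, the mean of all compounds plus 3 SD, cut at about 60% in these data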;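 note: 0% = DMSO-treated cells and 100% = gossypol-treated cells at 36 µM; higher means less SRC3-driven luciferase light from the GAL4 reporter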
Vif imaging: blocks HIV Vif function; 340,000 tested, 0.35% active; HEK293T cells, Vif self-association by quenched fluorescence, imaging, 24 h; inhibition, % at 7.49 µM; AID 602346; in the data active = inhibition above about 50%, passing the limit was not always enough; note: some results filed as inactive read as strong as hits
LMP1 NFkB inh: reduces LMP1-driven NF-kappaB luciferase signal; LMP1-induced NF-kappaB luciferase reporter cells, luminescence; inhibition, % at 12.5 µM; 350,000 tested, 0.69% active; in the data active = inhibition above about 41%;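 note: 0% = neutral control wells and 100% = reference inhibitor control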
NR5A2 inv ag: inverse agonists of human LRH-1 (NR5A2); O00482; HEK293T StAR-luciferase reporter, LRH-1 transfected, 24 h; inhibition, % at 3.6 µM; 360,000 tested, 0.13% active;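 active = inhibition above the mean inhibition of all tested compounds plus 3 SD, cut at about 73% in these data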;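 note: 0% = DMSO wells and 100% = reporter-only cells lacking LRH-1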
SRC2 inh: inhibits human steroid receptor coactivator 2; Q15596; HEK293 GAL4-SRC2 luciferase reporter, luminescence; inhibition, % at 9 µM; 370,000 tested, 0.17% active;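 active = inhibition above the mean inhibition of all tested compounds plus 3 SD, set per campaign, cut at about 52% in these data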;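 note: 0% = DMSO treated cells and 100% = cells given Gossypol at 36 µM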
TLR9-MyD88 block: TLR9-MyD88 interaction inhibition; Q9NR96+Q99836; CHO BLA complementation TLR9-MyD88, CCF4 FRET ratio; inhibition, % at 4.98 µM; 340,000 tested, 0.21% active;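 active = inhibition above the mean over all tested compounds plus 3 SD, cut at about 21% in these data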;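 note: 0% = DMSO only wells and 100% = clavulanate BLA inhibitor control wells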
Numbers without * were called inactive. Some of the compounds tested; count on the stated rates, not on these rows.

`COC(=O)c1sc2ccccc2c1NC(=O)c1coc2ccccc2c1=O` gave NCOA1 inh 0.6, TROY NFkB inh 32.7, NOD2-RIPK2 inh -1.2, COUP-TFII inh 2.6, TRAIL sens C8 22.0, NCOA3 inh -3.8, Vif imaging -1.6, LMP1 NFkB inh -5.2, NR5A2 inv ag 10.6, SRC2 inh 20.4 and TLR9-MyD88 block 0.3.
Screening C/C(=N/NC(=O)CSc1nc2ccccc2n1C)c1ccncc1 returned NCOA1 inh 8.1, TROY NFkB inh 4.6, NOD2-RIPK2 inh -5.5, COUP-TFII inh -7.3, TRAIL sens C8 -2.4, NCOA3 inh -1.1, Vif imaging 4.1, LMP1 NFkB inh -10.7, NR5A2 inv ag 4.1, SRC2 inh -9.3 and TLR9-MyD88 block -10.2.
O=C1NC[C@H](CCCCN2C[C@H](Cc3ccccc3)N(CCc3ccccc3)C(=O)C2=O)N(CCc2ccc(O)cc2)C1=O was read as TROY NFkB inh -1.2, NOD2-RIPK2 inh -2.4, COUP-TFII inh 2.1, TRAIL sens C8 -14.7, NR5A2 inv ag 2.3 and SRC2 inh 11.4.
Screening O=[N+]([O-])c1ccc(NS(=O)(=O)c2cccc3cccnc23)cc1 returned NCOA1 inh -7.9, TROY NFkB inh 15.1, NOD2-RIPK2 inh -5.9, COUP-TFII inh -4.4, TRAIL sens C8 3.4, NCOA3 inh -7.3, Vif imaging -6.0, LMP1 NFkB inh -2.2, NR5A2 inv ag 7.6, SRC2 inh 13.1 and TLR9-MyD88 block -0.7.
Screening CC1CCN(S(=O)(=O)N2CCC(C(=O)NCc3ccc(F)cc3Cl)CC2)CC1 returned NCOA1 inh -7.8, TROY NFkB inh 2.0, NOD2-RIPK2 inh 0.9, COUP-TFII inh 8.3, TRAIL sens C8 -6.5, NCOA3 inh -8.4, LMP1 NFkB inh -5.3, NR5A2 inv ag 5.3, SRC2 inh -8.6 and TLR9-MyD88 block -6.8.
`CC(C)n1c(=O)c2ccccc2n1Cc1cn(C2CCCC2)nn1` gave NCOA1 inh -12.2, TROY NFkB inh 12.3, NOD2-RIPK2 inh -0.3, COUP-TFII inh -8.4, TRAIL sens C8 -5.0, NCOA3 inh 16.4, Vif imaging 4.4, NR5A2 inv ag 10.2 and SRC2 inh 17.3.
Screening Cc1c(Cl)cccc1NS(=O)(=O)c1ccccc1 returned NCOA1 inh 7.6, TROY NFkB inh -6.8, NOD2-RIPK2 inh -3.3, COUP-TFII inh 14.7, TRAIL sens C8 -1.9, NCOA3 inh -13.4, Vif imaging -18.7, LMP1 NFkB inh 5.4, NR5A2 inv ag 21.8, SRC2 inh -15.0 and TLR9-MyD88 block -6.5.
`Nc1c(Cl)c(Cl)nc(C(=O)N/N=C/c2ccco2)c1Cl` gave NCOA1 inh 12.3, TROY NFkB inh 9.3, NOD2-RIPK2 inh 4.7, COUP-TFII inh -6.4, TRAIL sens C8 -10.8, NCOA3 inh -15.7, Vif imaging 0.2, LMP1 NFkB inh -9.0, NR5A2 inv ag 8.8, SRC2 inh -0.9 and TLR9-MyD88 block 5.2.
For COc1ccc(Cl)cc1NC(=O)CN(C)C(=O)c1ccc2c(c1)CC(c1ccccc1)OC2=O (stereo not drawn) the results were NCOA1 inh 2.8, TROY NFkB inh 26.2, NOD2-RIPK2 inh -0.9, COUP-TFII inh -0.2, TRAIL sens C8 -1.5, NCOA3 inh -2.8, LMP1 NFkB inh -4.6, NR5A2 inv ag 15.1, SRC2 inh 7.1 and TLR9-MyD88 block -8.4.
Screening CC1CC(=O)N(c2ccc(NCCc3ccc(O)cc3)c([N+](=O)[O-])c2)C1=O (stereo not drawn) returned NCOA1 inh -22.9, TROY NFkB inh 17.7, NOD2-RIPK2 inh 10.9, COUP-TFII inh -1.9, TRAIL sens C8 6.2, NCOA3 inh -15.7, Vif imaging -1.6, LMP1 NFkB inh -2.0, NR5A2 inv ag -8.1, SRC2 inh 16.5 and TLR9-MyD88 block 12.8.
O=C(NCC(F)(F)F)c1cc2c(c(-c3cccc(-c4ccccc4F)c3)n1)[C@@H](CCO)N(C(=O)CC1CC1)C2 was read as TROY NFkB inh 13.0, NOD2-RIPK2 inh -17.8, COUP-TFII inh -8.8, TRAIL sens C8 14.6, NR5A2 inv ag -20.7 and SRC2 inh -12.7.
For Cc1ccc(C(=O)N2CCSC2=S)cc1 the results were NCOA1 inh -1.9, TROY NFkB inh 42.9, NOD2-RIPK2 inh -2.6, COUP-TFII inh 2.0, TRAIL sens C8 -4.9, NCOA3 inh 1.1, Vif imaging -4.0, LMP1 NFkB inh 4.2, NR5A2 inv ag 2.9, SRC2 inh -16.3 and TLR9-MyD88 block 13.2.
`C=C(C)CSc1nc2nc(C)cc(C)n2n1` gave NCOA1 inh -9.2, TROY NFkB inh 0.1, NOD2-RIPK2 inh -1.7, COUP-TFII inh -10.9, TRAIL sens C8 -6.9, NCOA3 inh 3.2, Vif imaging 6.2, LMP1 NFkB inh 2.5, NR5A2 inv ag -7.2, SRC2 inh -8.6 and TLR9-MyD88 block -4.3.
CCc1nn(CCCC(=O)N(C)Cc2ccccc2)c(=O)c2cc3occc3n12 was read as NCOA1 inh -9.9, TROY NFkB inh -11.5, NOD2-RIPK2 inh 8.9, COUP-TFII inh 6.7, TRAIL sens C8 -3.5, NCOA3 inh 4.8, Vif imaging -4.4, LMP1 NFkB inh 0.6, NR5A2 inv ag -10.4, SRC2 inh -20.0 and TLR9-MyD88 block -8.7.
`CC(C)NC(=O)c1cc(C2CCCCN2C(=O)CCCc2ccccc2)on1` (stereo not drawn) gave NCOA1 inh -17.8, TROY NFkB inh 4.4, NOD2-RIPK2 inh 1.8, COUP-TFII inh -14.8, TRAIL sens C8 -17.6, NCOA3 inh -18.0, Vif imaging -1.4, NR5A2 inv ag 3.9 and SRC2 inh -16.8.
Screening CCOc1ccc2nc(-c3ccccc3)[nH]c2c1 returned NCOA1 inh -155.5, TROY NFkB inh -4.4, NOD2-RIPK2 inh -10.3, COUP-TFII inh -43.3, TRAIL sens C8 69.1*, NCOA3 inh -110.0, Vif imaging 0.3, LMP1 NFkB inh 24.2, NR5A2 inv ag -130.8, SRC2 inh -80.6 and TLR9-MyD88 block 10.8.
CC(=O)Nc1ccc(S(=O)(=O)Nc2nc3ccccc3nc2Sc2nncn2C)cc1 was read as NCOA1 inh -4.2, TROY NFkB inh -33.3, NOD2-RIPK2 inh 4.9, COUP-TFII inh -13.3, TRAIL sens C8 -2.8, NCOA3 inh 19.7, Vif imaging 1.4, LMP1 NFkB inh -2.8, NR5A2 inv ag -30.2, SRC2 inh -5.3 and TLR9-MyD88 block -4.5.
`CC(=O)N1c2ccc(S(=O)(=O)N3CCCC(C(=O)Nc4ccc(C)cc4C)C3)cc2CC1C` (stereo not drawn) gave NCOA1 inh -9.0, TROY NFkB inh -1.0, NOD2-RIPK2 inh 0.5, COUP-TFII inh 26.7, TRAIL sens C8 0.8, NCOA3 inh -19.4, Vif imaging -17.0, LMP1 NFkB inh 2.2, NR5A2 inv ag 22.5, SRC2 inh 1.7 and TLR9-MyD88 block -1.2.
For CC(=NC1CCCCC1)C1=C(O)c2ccccc2C1=O the results were NCOA1 inh -99.4, TROY NFkB inh -19.7, NOD2-RIPK2 inh -0.1, COUP-TFII inh -49.8, TRAIL sens C8 22.2, NCOA3 inh -130.6, Vif imaging -12.4, LMP1 NFkB inh -32.1, NR5A2 inv ag -142.0, SRC2 inh -48.2 and TLR9-MyD88 block -14.8.
COCCN(C(=O)CSc1nc2ccccc2o1)c1c(N)n(Cc2ccccc2)c(=O)[nH]c1=O was read as NCOA1 inh 0.1, TROY NFkB inh 4.9, NOD2-RIPK2 inh -19.4, COUP-TFII inh -24.7, TRAIL sens C8 3.4, NCOA3 inh -14.0, Vif imaging -1.7, LMP1 NFkB inh -2.7, NR5A2 inv ag 11.9, SRC2 inh 10.8 and TLR9-MyD88 block -8.3.
For Cc1cccc(NC(=S)N2CCN(S(=O)(=O)c3ccc(F)cc3)CC2)c1 the results were NCOA1 inh -8.0, TROY NFkB inh 1.2, NOD2-RIPK2 inh -3.7, COUP-TFII inh 4.9, TRAIL sens C8 2.0, NCOA3 inh -0.8, Vif imaging 10.0, LMP1 NFkB inh -0.8, NR5A2 inv ag -7.8, SRC2 inh -18.9 and TLR9-MyD88 block -4.0.
Screening Cc1ccc(NC2CCCN(C(=O)c3cnc4ccccn4c3=O)C2)cc1C (stereo not drawn) returned NCOA1 inh 3.3, TROY NFkB inh -1.9, NOD2-RIPK2 inh -0.3, COUP-TFII inh -17.7, TRAIL sens C8 -20.9, NCOA3 inh 1.5, Vif imaging -4.0, LMP1 NFkB inh 0.9, NR5A2 inv ag -8.3, SRC2 inh -25.5 and TLR9-MyD88 block -7.8.
CC1CN(S(=O)(=O)c2ccc(C(=O)Nc3ccccc3F)cc2)CC(C)O1 (stereo not drawn) was read as NCOA1 inh -3.4, TROY NFkB inh 4.1, NOD2-RIPK2 inh 2.6, COUP-TFII inh 8.3, TRAIL sens C8 5.2, NCOA3 inh 25.1, Vif imaging -8.1, LMP1 NFkB inh -3.7, NR5A2 inv ag 8.8, SRC2 inh -9.9 and TLR9-MyD88 block 9.4.
COc1ccc(CNC(=O)Cn2cncn2)cc1OC was read as NCOA1 inh -1.9, TROY NFkB inh 4.2, NOD2-RIPK2 inh -7.7, COUP-TFII inh 7.8, TRAIL sens C8 -22.6, NCOA3 inh -10.8, Vif imaging 15.7, LMP1 NFkB inh -8.3, NR5A2 inv ag -3.7, SRC2 inh 3.7 and TLR9-MyD88 block 3.7.
For COCCn1c(SCC(=O)NC2CCCCC2)nnc1-c1ccco1 the results were NCOA1 inh -8.5, TROY NFkB inh 6.0, NOD2-RIPK2 inh -9.6, COUP-TFII inh 5.8, TRAIL sens C8 10.5, NCOA3 inh -31.2, Vif imaging -9.5, LMP1 NFkB inh -3.5, NR5A2 inv ag 6.3, SRC2 inh -29.0 and TLR9-MyD88 block 3.5.
For COc1ccc(NC(=O)c2cc(-c3cc(F)ccc3OC)n[nH]2)c(OC)c1 the results were NCOA1 inh -8.2, TROY NFkB inh -11.9, NOD2-RIPK2 inh 3.3, COUP-TFII inh -1.8, TRAIL sens C8 1.2, NCOA3 inh -3.5, Vif imaging -9.3, NR5A2 inv ag 10.1 and SRC2 inh -5.5.
COc1ccc(CN2CCc3c([nH]c4ccccc34)C2)c(OC)c1C was read as NCOA1 inh 7.2, TROY NFkB inh 5.6, NOD2-RIPK2 inh 1.0, COUP-TFII inh 8.8, TRAIL sens C8 20.0, NCOA3 inh 9.2, Vif imaging -15.1, LMP1 NFkB inh 9.5, NR5A2 inv ag 23.6, SRC2 inh 14.0 and TLR9-MyD88 block -2.8.
For Cc1nc2ccccc2c(=O)n1NC(=O)/C=C/c1ccc(Br)cc1 the results were NCOA1 inh -2.9, TROY NFkB inh 7.3, NOD2-RIPK2 inh -2.5, COUP-TFII inh -6.6, TRAIL sens C8 -6.7, NCOA3 inh -6.2, Vif imaging 4.2, LMP1 NFkB inh -0.5, NR5A2 inv ag -0.5, SRC2 inh 9.6 and TLR9-MyD88 block 1.8.
